Assay outcomes from PubChem BioAssay.
HP1b chromo inh: HTS for Inhibitors of HP1-beta Chromodomain Interactions with Methylated Histone Tails | Chromobox protein homolog 1 (Homo sapiens), P83916 | AlphaScreen HP1-beta / biotin-H3K9me3 peptide binding | actives 0.56% (n = 390,000) | Potency, µM (doses to about 114 µM), for inactives: top-dose activity change, negative = inhibition, most hits filed as inhibitors; further: potency means the concentration at half of the fitted maximal effect; nearly all actives have a fitted effect of over 70% in size; inactives centre near 23
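Compound inhibition of the preformed complex between 50 nM HP1-beta and 50 nM biotinylated H3K9me3 peptide was read by AlphaScreen. Buffer was PBS pH 7.4 with 0.01% Tween-20. Incubations ran 30 min at room temperature, with 10 ug/mL donor/acceptor beads.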
RGS4 inh: Inhibitors of Regulator of G Protein Signaling (RGS) 4: qHTS | Potency, µM (doses to about 114 µM), for inactives: at the highest dose activity change, negative = inhibition, hits mostly inhibitors | actives 0.039% (n = 390,000) | Transcreener GDP fluorescence polarization, RGS4-accelerated GTP hydrolysis | Regulator of G-protein signaling 4 (Homo sapiens), P49798; further: potency means the concentration at half of the fitted maximal effect; on the % scale 0 is the no-effect control and ±100 the full control effect; nearly all actives have a fitted effect of over 75% in size; some results filed as inactive show a strong effect at the top dose
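MLSMR compounds (23 nl, pin-transferred) preincubated 10 min at room temperature with a 500nM (2x) first reagent, then RGS4 at 900nM (2x) plus Transcreener GDP mix added; fluorescence polarization (620/688 nm) read before and after 90 min at 30 °C.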
GLS inhibitor: qHTS for Inhibitors of Glutaminase (GLS) | GLS enzymatic activity, qHTS titration | actives 0.21% (n = 410,000) | Potency, µM (top dose mostly 45.5 µM), for the others: at the top dose activity change, negative = inhibition, most hits filed as inhibitors | Glutaminase kidney isoform, mitochondrial (Homo sapiens), O94925; further: potency means the concentration at half of the fitted maximal effect; on the % scale 0 is the no-effect control and ±100 the full control effect
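Coupled fluorescence readout: glutamate oxidase/HRP/Amplex Red detect glutamate formed by hKGA from L-glutamine (1 mM solution added). Buffer 45 mM KH2PO4 pH 8.2, 0.02% Tween-20; reads at t0 and 30 min RT.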
BAZ2B block: qHTS Assay for Inhibitors of BAZ2B; Bromodomain adjacent to zinc finger domain protein 2B (Homo sapiens), Q9UIF8; AlphaScreen BAZ2B-H3K14Ac peptide displacement; Potency, µM (titrated, usually from 114 µM), without a hit: at the top dose activity change, negative = inhibition, usual class: inhibitors; actives 4.4% (n = 360,000); AID 504333, 2011; further: potency means the concentration at half of the fitted maximal effect; on the % scale 0 is the no-effect control and ±100 the full control effect; nearly all actives have a fitted effect of over 60% in size
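Compounds, titrated to a top concentration of 110 uM, were incubated 30 min at room temperature with preformed BAZ2B/acetyl-K14 H3 peptide complex (50 nM each). Proximity signal was measured by AlphaScreen after 20 min with beads.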
ERG Ets-DNA blk: qHTS for Small Molecule Inhibitors of the ERG Ets/DNA interaction; fluorescence polarization, His-ERG Ets domain / labelled DNA; Potency, µM (series often up to 76.9 µM), for the others: at the highest dose FP activity, negative = inhibition, usual class: inhibitors; actives 0.028% (n = 370,000); active means well fitted inhibition curve with a large enough effect in the polarisation, with a control signal flat; inconclusive means small, poorly fitted or top-dose-only effect, or effect the other way, or a change in a side signal; inactive means no such curve, though single readings can be large or run the other way; the % refers to the polarisation;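 further: polarization taken with two DNA probes labelled with fluorescein and Texas red; potency means the concentration at half of the fitted maximal effect; % of control where 0% means no effect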
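His-tagged ERG Ets domain (1 uM in the protein solution; 300mM KCl, 50mM Tris-HCl, 1mM EDTA, 1mM DTT, pH 7.5) received compound, then a probe mix of 5 nM fluorescein-DNA and 100nM Texas-615-DNA. Fluorescence polarization was read for both dyes.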
12-LOX inh: Primary qHTS assay for inhibitors of human arachidonate 12S-lipoxygenase (ALOX12): Round 2; actives 1.1% (n = 580,000); AID 1671190, 2021; purified 12hLO, xylenol orange hydroperoxide absorbance; Polyunsaturated fatty acid lipoxygenase ALOX12 (Homo sapiens), P18054; Potency, µM (titrated, usually from 108 µM), without a hit: at the top dose activity change, negative = inhibition, usual class: inhibitors; further: potency means the concentration at half of the fitted maximal effect; on the % scale 0 is the no-effect control and ±100 the full control effect
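Purified human 12hLO at 150 nM in 25 mM Hepes, 0.01% Triton X-100, pH 7.0, preincubated 15 min at room temperature with compound. Reaction started with 40 uM arachidonic acid, 30 min at room temperature. Hydroperoxide measured by Fe-xylenol orange, 573/405 nm absorbance ratio.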
JMJD2A Tudor: qHTS Assay for Inhibitors of JMJD2A-Tudor Domain. AlphaScreen JMJD2A-Tudor / H3K4me3 peptide binding. Potency, µM (highest dose often 114 µM), for the others: at the highest dose activity change, negative = inhibition, actives largely listed as inhibitors. actives 4.4% (n = 390,000). AID 504339, 2011; further: potency means the concentration at half of the fitted maximal effect; on the % scale 0 is the no-effect control and ±100 the full control effect; nearly all actives have a fitted effect of over 50% in size
G9a block: qHTS Assay for Inhibitors of Histone Lysine Methyltransferase G9a. Histone-lysine N-methyltransferase EHMT2 (Homo sapiens), Q96KQ7. G9a H3K9 monomethylation, AlphaScreen, 2 h. Potency, µM (titrated, usually from 102 µM), without a hit: top-dose activity, negative = inhibition, usual class: inhibitors. actives 8.8% (n = 350,000). AID 504332, 2011; further: potency means the concentration at half of the fitted maximal effect; on the % scale 0 is the no-effect control and ±100 the full control effect; nearly all actives have a fitted effect of over 75% in size
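Enzyme 20 nM + cpd, 15 min RT; add b-H3K9 pep 500 nM / SAM 20 uM; 2 h RT; anti-H3K9me1 Ab 0.5 ug/mL + SA donor / anti-rabbit acceptor beads 20 ug/mL each, 10 min; AlphaScreen read.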
PI4K2A inh: qHTS for small molecular inhibitors of PI4K2A | AID 1346378, 2018 | purified PI4K2A, ADP-Glo luminescence, 1 h; hits give low values | activity change, negative = inhibition, % at 76.9 µM | actives 0.13% (n = 420,000); in the data active means activity change below about -50%; inconclusive means mostly about -30% to -49%;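 further: -100% = wells without enzyme as full effect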
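Compounds are screened against recombinant PI4K2A using PI as substrate and ATP, the latter dispensed at 300 microM. Reactions run one hour at ambient temperature before ADP-Glo detection; full inhibition defined by wells lacking enzyme.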
* hit, by the source's call; ? = inconclusive; . = not tested or not shown; [ ] = dose if it differs, or a comment. Unless noted, the call rests on the fitted dose curve; in most records, active means well fitted curve in the direction sought with a large enough effect; inconclusive means small, poorly fitted or top-dose-only effect, or another doubt; inactive means no such curve, though single readings can be large; an effect the other way counts as inactive or inconclusive.

#1 CCOc1ccc(NC(=O)NCC2CCN(Cc3ccc(F)cc3)CC2)cc1
#2 O=C1[C@@H]2[C@@H]3C[C@@H]([C@H]4ON=C(c5ccc(Cl)cc5Cl)[C@@H]34)[C@@H]2C(=O)N1C1CCCCC1
#3 CC(NC(=O)c1cccnc1)C(c1cccs1)N1CCOCC1 (stereo unspecified)
#4 Cc1ccc(C)c(C(=O)CN2C(=O)NC3(CCCCCC3)C2=O)c1
#5 Cc1ccc(NC(=O)/C(=C\c2cccc(Br)c2)NC(=O)c2ccco2)cc1
#6 CCN1CCCC1CNCc1ccc(Cl)cc1Cl (stereo unspecified)

compound no.,1,2,3,4,5,6
RGS4 inh,21%,-8%,-9%,-6%,18%,8%
BAZ2B block,-8%,-8%,0%,8%,12%,5%
GLS inhibitor,7%,0%,9%,-8%,35%[activator],20%
HP1b chromo inh,7%,6%,34%,35%,10%,7%
JMJD2A Tudor,-23%,-19%,-15%,1%,-11%,-35%
G9a block,-9%,17%[59 µM],2%[59 µM],-4%,12%,7%[12.7 µM]
ERG Ets-DNA blk,-6%,5%,.,-15%,.,-9%
12-LOX inh,-10%,-15%,5%[57.4 µM],10%,-8%,?
PI4K2A inh,11,-1,6,-2,-1,-7

#7 O=C(Nc1ccncc1)C1CCN(S(=O)(=O)c2ccccc2C(F)(F)F)CC1
#8 Cc1ccc(CNC(=O)C2CCC(CNc3c(N4CCOCC4)c(=O)c3=O)CC2)cc1 (stereo unspecified)
#9 CCCCCC/C(=N\NS(C)(=O)=O)c1ccccc1
#10 CCOC(=O)C(Sc1nnc(-c2ccncc2)o1)C(C)=O (stereo unspecified)
#11 COc1ccccc1N1CCN(CC(=O)Nc2ccnn2C2CCCC2)CC1
#12 N#Cc1ccc(C23CC4(C2)[C@H](CN(Cc2cccnc2)[C@@H]4c2ccccc2)C3c2ccccc2)cc1 (stereo partly specified)

compound no.,7,8,9,10,11,12
RGS4 inh,-20%,3%,2%,-10%,14%,-6%
BAZ2B block,5%,12%,6%,3%,6%,?
GLS inhibitor,-3%,19%,14%,9%,14%,7%
HP1b chromo inh,46%[activator],36%,33%,10%,20%,17%
JMJD2A Tudor,-9%,-11%,-3%,?,-18%,-29%
G9a block,57%[activator],13%,?,7.9µM*,10%[2.33 µM],1%[12.7 µM]
ERG Ets-DNA blk,-3%,-5%,-5%,4%,.,6%
12-LOX inh,8%,?,-1%,6%,0%,?
PI4K2A inh,-4,1,3,-2,3,2

#13 O=C(NC(=S)Nc1ccccc1O)c1ccc(-c2ccc(Cl)cc2)o1
#14 COc1cccc(/C=N/NC(=O)CNC(=O)COc2ccccc2)c1O
#15 Cc1cc2c3c(c1)C1(SCC(=O)N1c1ccc(F)cc1)C(=O)N3C(C)(C)CC2C (stereo unspecified)
#16 CC1=C(C(=O)OCCC#N)C(c2cc3c(cc2Br)OCO3)NC(=O)N1 (stereo unspecified)
#17 CCCCn1c(N)c(N(CC(C)C)C(=O)C2CCN(S(=O)(=O)c3ccc(C)cc3C)CC2)c(=O)[nH]c1=O
#18 Cn1c(=O)n(C)c2cc(NS(=O)(=O)c3ccc(Cl)s3)ccc21

compound no.,13,14,15,16,17,18
RGS4 inh,6%[11.4 µM],7%,-18%,7%,29%,9%
BAZ2B block,-5%,-1%,-34%,-5%,20%,-10%
GLS inhibitor,-7%,8%,5%,-6%,0%,0%
HP1b chromo inh,86%[activator],18%,5%,40%[activator],23%,14%
JMJD2A Tudor,21%[11.4 µM],-16%,?,-14%,-8%,-3%
G9a block,3%[2.33 µM],46%[activator],1%[59 µM],36%[59 µM],-13%,-24%
ERG Ets-DNA blk,-2%,-4%,8%,9%,-3%,1%
12-LOX inh,?,-11%,-9%,?,-30%,-18%
PI4K2A inh,-4,-7,4,-6,0,-4

#19 CCOC(=O)N1CCC(NC(=O)CN(c2ccc(C(C)C)cc2)S(=O)(=O)c2c(C)nn(C)c2C)CC1
#20 Cc1cccc(N2CC(c3nc4ccccc4n3C)CC2=O)c1C (stereo unspecified)
#21 O=C(CNC(=O)c1ccc(Br)o1)NNC(=O)c1ccccc1
#22 O=C(c1ccc2c(c1)OCCCO2)c1cccs1
#23 Nc1c(C(=O)Nc2cccc(C(F)(F)F)c2)c2ccccn2c1C(=O)c1ccccc1
#24 O=C1NC(=Nc2cccc(Cl)c2)SC1Cc1cccc(Cl)c1Cl (stereo unspecified)

compound no.,19,20,21,22,23,24
RGS4 inh,3%,-2%,-15%,-12%,-18%,-9%
BAZ2B block,-11%,5%,0%,16%,11%,-6%
GLS inhibitor,-1%,-8%,-3%,4%,-1%,5%
HP1b chromo inh,34%,32%,48%[activator],44%,25%,30%
JMJD2A Tudor,-9%,-8%,-15%,10%,-9%,-12%
G9a block,-2%,20%,-30%,-9%[59 µM],8%[59 µM],.
ERG Ets-DNA blk,2%,2%,1%,3%,1%,.
12-LOX inh,-25%,25%,-3%,0%,-6%,1%[57.4 µM]
PI4K2A inh,-6,-11,5,-2,0,-3

#25 O=C(Cc1ccccc1)N/N=C/c1ccccn1
#26 O=C(NN1C(=O)NC2(CCCCC2)C1=O)c1ccc(-c2ccc(Cl)cc2)o1
#27 COc1ccccc1C(=O)NCC1CCN(c2ccc(S(=O)(=O)N3CCOCC3)cc2)CC1
#28 CCOc1ccc(Oc2nc(NCC(C)C)nc(N3CCOCC3)n2)nn1
#29 O=C(NCc1ccc(F)cc1)C(c1cccnc1)N(C(=O)c1csnn1)c1ccccc1 (stereo unspecified)
#30 CC(=O)n1c2c(c3ccccc31)OC(N)=C(C#N)C2c1ccc(C(C)C)cc1 (stereo unspecified)

compound no.,25,26,27,28,29,30
RGS4 inh,-1%,0%,-9%,-5%,-30%,-21%
BAZ2B block,.,-4%,?,1%,3%,-39%[57.1 µM]
GLS inhibitor,2%,9%,5%,-12%,-11%,1%
HP1b chromo inh,22%,7%,42%[activator],41%[activator],5%,10%
JMJD2A Tudor,-17%,-35%,-17%,1%,0%,-35%
G9a block,.,-4%[59 µM],?,17%[59 µM],5%,?
ERG Ets-DNA blk,.,-13%,.,-4%,-7%,.
12-LOX inh,1%,-6%,-16%,?,5%,?
PI4K2A inh,-2,8,-1,-1,0,6

The final four compounds of the part before are carried over, then new ones follow:
#27 COc1ccccc1C(=O)NCC1CCN(c2ccc(S(=O)(=O)N3CCOCC3)cc2)CC1
#28 CCOc1ccc(Oc2nc(NCC(C)C)nc(N3CCOCC3)n2)nn1
#29 O=C(NCc1ccc(F)cc1)C(c1cccnc1)N(C(=O)c1csnn1)c1ccccc1 (stereo unspecified)
#30 CC(=O)n1c2c(c3ccccc31)OC(N)=C(C#N)C2c1ccc(C(C)C)cc1 (stereo unspecified)
#31 COc1cccc(CNC(=O)C2CCN(Cc3cc4ccccc4n3Cc3ccccc3)CC2)c1OC
#32 CC(C)(C)C(=O)Nc1nc(-c2ccccc2)ns1
#33 O=C(COc1ccc(-c2nnco2)cc1)N1CCN(S(=O)(=O)c2ccc3ccccc3c2)CC1
#34 CN(C1CCCCC1)S(=O)(=O)c1ccc(SCC(=O)NC(C)(C)C)nc1
#35 O=C(Nc1ncccn1)C1CCCCC1
#36 O=C1CCN(CCCc2ccccc2)CCN1[C@H](CO)Cc1ccccc1
#37 CCCOc1ccccc1C1NC(=O)NC(C)=C1C(=O)OCc1ccccc1 (stereo unspecified)

compound no.,27,28,29,30,31,32,33,34,35,36,37
RGS4 inh,-9%,-5%,-30%,-21%,-13%,-15%,-41%,0%,-10%,20%,-2%
BAZ2B block,?,1%,3%,-39%[57.1 µM],-23%,9%,-4%,14%,-3%,-1%,-29%
GLS inhibitor,5%,-12%,-11%,1%,-6%,-3%,-5%,-6%,-3%,1%,-8%
HP1b chromo inh,42%[activator],41%[activator],5%,10%,25%,18%,28%,56%[activator],34%,41%[activator],-11%
JMJD2A Tudor,-17%,1%,0%,-35%,-14%,1%,-7%[57.1 µM],3%,-1%,-7%,-30%
G9a block,?,17%[59 µM],5%,?,-30%[59 µM],-16%[59 µM],-20%,-1%[2.33 µM],5%[0.501 µM],-10%,-28%[59 µM]
ERG Ets-DNA blk,.,-4%,-7%,.,0%,-3%,-1%,3%,9%,1%,5%
12-LOX inh,-16%,?,5%,?,-11%,-14%,0%,10%,-4%,11%,-24%
PI4K2A inh,-1,-1,0,6,5,6,-2,1,-1,-2,-13

Single values from the entries so far:
HP1b chromo inh with CC(C)(C)C(=O)Nc1nc(-c2ccccc2)ns1 stands at 18%
PI4K2A inh with O=C1CCN(CCCc2ccccc2)CCN1[C@H](CO)Cc1ccccc1 stands at -2

This is a subset. The share of hits here may be higher or lower than overall.
